Screens deposited in PubChem BioAssay by several laboratories.
Exocytosis inh: LAMP-1 surface exposure blockers, TALL-104 cells – cell-based, flow cytometry, MLPCN library, primary screen | TALL-104 LAMP-1 surface exposure; cells stimulated with thapsigargin and PMA | inhibition, % at 10 µM | actives 0.66% (n = 360,000) | AID 651702, 2012;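 active means inhibition above about 55%, limit read from the data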
MC4R ag barr: MC4R agonists recruiting beta-arrestin, primary screen, cell-based, luminescence, agonist arm of biased-ligand search; U2OS MC4R beta-arrestin complementation; percent of melanotan II response, DMSO zero; AID 540308, 2011; activation, % at 8.9 µM; actives 0.98% (n = 360,000);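 active means activation above a per-plate cutoff, the mean activation of sample wells on that plate plus 3 SD, cut at about 8% in these data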
ABHD5-PLIN5 inh: ABHD5-PLIN5 interaction inhibitors, primary screen, cell lysate, split luciferase complementation, luminescence. actives 0.78% (n = 360,000). Perilipin-5 (Homo sapiens) + 1-acylglycerol-3-phosphate O-acyltransferase ABHD5 (Homo …. AID 602281, 2012. inhibition, % at 4 µM. Split G. princeps luciferase complementation, 4 h;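 active means inhibition above the mean inhibition across every tested compound plus 3 SD, cut at about 22% in these data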;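 further: 0% = DMSO only wells and the 100% control is not disclosed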
PDI turbidity: inhibitors of human PDI, primary screen, biochemical, turbidity, single point, plate reader | Protein disulfide-isomerase (Homo sapiens), P07237 | PDI insulin aggregation turbidity, A650, 90 min | inhibition, % at 10 µM | actives 0.052% (n = 350,000);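 active means mean inhibition across replicates of 30% or more, whatever share of single replicates reach that level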;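 further: absorbance from insulin aggregation driven by PDI reduction with DTT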
CaV13 ICDI inh: Disruptors of the CACNA1D IQ motif to Ca2+-dependent inactivation inhibitor domain association, primary screening, Förster resonance energy transfer in intact living …; HEK cells, CFP/YFP FRET ICDI-IQ, plate reader, 10 min; percent FRET-ratio fall versus neutral wells; inhibition, % at 12.3 µM; actives 0.098% (n = 340,000); AID 743397;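 active means mean replicate inhibition of at least 30% and at least 1% of replicates passing that level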;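 further: 0% = median of the neutral control wells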
N-glyco inh: increase of ERlucT glycosylation luciferase signal, primary screen, N-linked glycosylation inhibitor project, D54 ERlucT cells, luminescence, set 2; reporter increase, % at 12.5 µM; actives 0.23% (n = 360,000); AID 588692, 2011; D54 ERlucT glycosylation luciferase reporter, 24 h; percent of 100 nM tunicamycin response;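 active means mean luciferase reporter signal, scaled so untreated is 0 and the glycosylation-blocking control 100, at or above a set limit in every replicate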;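 further: luciferase carries N-glycosylation sites so blocking glycosylation raises the light; 0% = median of neutral control wells and 100% = median of 100 nM tunicamycin wells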
m5-HT2A agonist: mouse Htr2a agonists via beta-arrestin recruitment, primary screen, cell-based, luminescence; CHO-K1 mHTR2A beta-arrestin complementation; percent of 30 µM serotonin response; 5-hydroxytryptamine receptor 2A (Mus musculus), P35363; AID 624169, 2012; actives 0.66% (n = 360,000); activation, % at 7.6 µM;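 active means activation above a run cutoff, the mean activation of all tested compounds plus 3 SD, cut at about 14% in these data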;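 further: 0% = plate median of compound wells and 100% = 30 µM serotonin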
MC4R antagonist: MC4R antagonists of cAMP signaling, primary screen, cell-based, TR-FRET, antagonist arm of biased-ligand search. inhibition, % at 6.5 µM. AID 540295, 2011. MC4R-expressing cells, MTII-stimulated cAMP, LANCE TR-FRET. Melanocortin receptor 4 (Homo sapiens), P32245. actives 0.48% (n = 360,000);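 active means inhibition above its plate's cutoff, the mean of tested wells on that plate plus 3 SD, cut at about 29% in these data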;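 further: 0% = Melanotan II alone and 100% = Melanotan II plus saturating MCL0020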
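System: U2OS cells stably expressing human melanocortin 4 receptor (MC4R). Reagent: Melanotan II challenge after compound preincubation. Doses: 6.5 µM. Times: 30-min compound, 1-h challenge, 1-h detection, room temperature. Measured by: TR-FRET with Eu-cAMP and labeled anti-cAMP, 671 nm. Replicates: singlicate.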
ABCB6 inh 2: ABCB6 transporter inhibitors, primary screen, K562-ABCB6 cells, flow cytometry, MLPCN library; ATP-binding cassette sub-family B member 6 (Homo sapiens), Q9NP58; K562-ABCB6 porphyrin accumulation, 1 h; stronger effect = lower value; fluorescence ratio to DMSO, % at 10 µM; actives 0.19% (n = 360,000); AID 602162, 2011;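 active means fluorescence ratio to DMSO below 75%, the collection mean minus 3 SD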;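 further: signal is porphyrin accumulated inside mitochondria; 100% equals median channel fluorescence of DMSO control wells; lower ratio means ABCB6 inhibition with less porphyrin fluorescence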
Target sequence (Q9NP58 whole entry, looked up): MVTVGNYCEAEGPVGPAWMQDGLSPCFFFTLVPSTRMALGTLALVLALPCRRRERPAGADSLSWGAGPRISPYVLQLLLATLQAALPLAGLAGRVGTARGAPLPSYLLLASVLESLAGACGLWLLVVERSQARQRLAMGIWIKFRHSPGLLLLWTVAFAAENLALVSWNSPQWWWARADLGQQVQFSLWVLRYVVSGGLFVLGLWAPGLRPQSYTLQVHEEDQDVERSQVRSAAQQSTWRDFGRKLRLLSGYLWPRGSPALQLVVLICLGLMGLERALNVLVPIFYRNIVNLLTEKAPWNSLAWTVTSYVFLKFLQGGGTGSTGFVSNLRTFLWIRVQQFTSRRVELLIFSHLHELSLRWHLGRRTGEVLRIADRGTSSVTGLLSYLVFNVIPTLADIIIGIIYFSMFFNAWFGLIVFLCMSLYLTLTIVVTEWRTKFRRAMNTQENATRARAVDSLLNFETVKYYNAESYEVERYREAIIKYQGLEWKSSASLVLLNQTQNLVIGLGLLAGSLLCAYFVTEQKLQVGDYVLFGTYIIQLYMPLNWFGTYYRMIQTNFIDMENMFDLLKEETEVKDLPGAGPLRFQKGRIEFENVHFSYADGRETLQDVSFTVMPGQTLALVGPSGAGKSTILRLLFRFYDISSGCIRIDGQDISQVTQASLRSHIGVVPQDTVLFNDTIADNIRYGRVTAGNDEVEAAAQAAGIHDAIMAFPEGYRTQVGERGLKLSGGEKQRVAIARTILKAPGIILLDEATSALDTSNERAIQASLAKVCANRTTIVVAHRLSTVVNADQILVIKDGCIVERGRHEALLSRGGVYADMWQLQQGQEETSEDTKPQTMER
Cardio protect: cardioprotection against H2O2-induced cell death, primary screen, uHTS, H9c2 cells, ATPLite luminescence | H9c2 cardiomyocytes, H2O2 injury protection, 2 h | protection from H2O2 cell death, % at 20 µM | actives 0.63% (n = 360,000);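 active means compounds giving at least 50% protection of heart cells from peroxide-induced death in the single-dose screen, raw or plate-pattern-corrected value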;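 further: 0% = DMSO wells with peroxide and 100% = DMSO wells without peroxide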
* = called active by the depositor; nt = not tested or not shown.

Compound,MC4R ag barr,MC4R antagonist,CaV13 ICDI inh,ABHD5-PLIN5 inh,m5-HT2A agonist,N-glyco inh,PDI turbidity,Exocytosis inh,Cardio protect,ABCB6 inh 2
CCCCC(=O)NNC(=S)NC(=O)CCC,-1.3,8,nt,-9,1,2,-1,0,6,92
CCOc1ncccc1C(=O)OCC(=O)NCCCc1ccccc1,-0.8,1,-29,4,4,2,-8,-1,4,95
C=CCc1c(C)nc(N)[nH]c1=O,-0.3,12,-7,-1,-3,1,-5,4,19,101
Cc1ccc(C)c(NC(=O)C(CC(=O)O)C2CCCO2)c1 (stereo unspecified),-1.7,15,-5,-1,0,0,5,-5,3,107
CCOc1ccc(S(=O)(=O)N2CCCC(C(=O)NCc3ccncc3)C2)cc1C (stereo unspecified),-0.5,13,-6,8,10,0,3,8,-6,98
CCOc1ccc(/C=C(/NC(=O)c2ccccc2)C(=O)NCCC(=O)O)cc1,-2.1,-4,5,-4,3,0,-3,0,12,102
CCC/C(=C1/c2ccccc2C(=O)N1c1ccccc1)c1cnc(OC)nc1,-0.6,4,-9,3,-4,3,3,15,-2,99
CC(C)(C)c1ccc(C(=O)NNC(=O)c2cccc(-n3cnnn3)c2)cc1,-0.5,10,-14,3,5,1,2,-1,-4,100
CCCCN(C(=O)C1CCCC1)C1CCS(=O)(=O)C1 (stereo unspecified),2.2,-6,-6,7,1,2,-8,-3,1,103
Cc1cc(C(=O)N(C)CC(=O)Nc2ccc(F)c(F)c2F)no1,-1.7,3,nt,4,-1,0,-2,0,6,102

Sorted by value in MC4R ag barr (smallest number first): five from the list above.
structure	MC4R ag barr	MC4R antagonist	CaV13 ICDI inh	ABHD5-PLIN5 inh	m5-HT2A agonist	N-glyco inh	PDI turbidity	Exocytosis inh	ABCB6 inh 2
CCOc1ccc(/C=C(/NC(=O)c2ccccc2)C(=O)NCCC(=O)O)cc1	-2.1	-4	5	-4	3	0	-3	0	102
Cc1ccc(C)c(NC(=O)C(CC(=O)O)C2CCCO2)c1 (stereo unspecified)	-1.7	15	-5	-1	0	0	5	-5	107
CCOc1ncccc1C(=O)OCC(=O)NCCCc1ccccc1	-0.8	1	-29	4	4	2	-8	-1	95
CCC/C(=C1/c2ccccc2C(=O)N1c1ccccc1)c1cnc(OC)nc1	-0.6	4	-9	3	-4	3	3	15	99
CCOc1ccc(S(=O)(=O)N2CCCC(C(=O)NCc3ccncc3)C2)cc1C (stereo unspecified)	-0.5	13	-6	8	10	0	3	8	98

Copied from the list.
Reading for Cc1cc(C(=O)N(C)CC(=O)Nc2ccc(F)c(F)c2F)no1 under ABHD5-PLIN5 inh: 4
Reading for CCCCC(=O)NNC(=S)NC(=O)CCC under ABHD5-PLIN5 inh: -9
Reading for CC(C)(C)c1ccc(C(=O)NNC(=O)c2cccc(-n3cnnn3)c2)cc1 under N-glyco inh: 1

(continued)
Compound,MC4R ag barr,MC4R antagonist,CaV13 ICDI inh,ABHD5-PLIN5 inh,m5-HT2A agonist,N-glyco inh,PDI turbidity,Exocytosis inh,Cardio protect,ABCB6 inh 2
Cc1ccc(/C=C2\SC(=S)N(CCC(=O)NNC(=O)c3ccncc3)C2=O)cc1,-0.5,10,-2,3,4,-3,-4,-1,-11,99
COc1ccccc1CNC(=O)c1c(O)c2cc(OC)c(OC)cc2[nH]c1=O,2.4,2,nt,4,3,2,-5,-4,0,94
COc1cc(NC(=O)Cc2ccc(S(=O)(=O)N3CCOCC3)s2)c(OC)cc1Cl,-3.6,4,-5,-2,-6,1,15,-3,-7,102
Cc1cccc(-c2nc(CC(=O)Nc3cccc(S(=O)(=O)NC4=NCCC4)c3)cs2)c1,-1.4,1,-6,-7,-5,0,8,-4,-6,97
CCOc1ccc(NC(=O)Nc2nnc(CC)s2)cc1,-0.3,7,nt,0,-2,3,3,0,-10,103
N#Cc1cc(C(=O)c2cc(Br)ccc2O)cn(C2CC2)c1=O,-1.6,-6,nt,2,-7,-5,4,-2,-2,101
COc1ccc(C(=O)COC(=O)Cc2c[nH]c3ccccc23)c(OC)c1,-3.6,2,-6,5,-4,1,6,2,-3,103
O=C(O)C1C2C=CC(C2)C1C(=O)NCc1ccoc1 (stereo unspecified),2.0,1,-5,7,0,1,2,-8,-4,106
CN1CCN(S(=O)(=O)c2ccc(-c3ccccc3)cc2)CC1,2.0,11,-10,0,-3,-1,-4,-3,-10,99
COc1cc2c(cc1OC)C(C)N(S(=O)(=O)c1cnc(Cl)c(Cl)c1)CC2 (stereo unspecified),0.4,5,nt,0,-2,7,-1,-3,1,99
COCC1CCCN(C(=O)c2ccc3oc(CCCc4ccccc4)nc3c2)C1 (stereo unspecified),-3.0,-4,-6,-1,2,0,-6,-1,-4,95
COc1cccc(NC(=O)c2oc3ccccc3c2NC(=O)c2ccc3c(c2)OCO3)c1,0.0,3,-10,-4,0,3,-5,4,-6,100
COc1ccc(CCC(=O)NCc2ccccc2Cl)cc1OC,-0.2,3,-19,4,2,-1,7,2,7,85
CCc1cc2c(COC(=O)c3cccc(S(C)(=O)=O)c3)cc(=O)oc2cc1O,0.6,3,-7,-4,7,2,-5,2,35,95
CC(=O)C(C)Oc1ccc2c3c(c(=O)oc2c1C)CCCC3 (stereo unspecified),0.8,13,-4,-3,6,4,3,2,-9,99
Cc1cccc[n+]1CC(=O)/C=C1\N(C)c2ccccc2C1(C)C,-0.9,9,nt,-1,-5,-6,-2,23,-14,853
Cc1ccc2c(c1)N(CC(=O)N1CCN(c3nc4ccccc4s3)CC1)C(=O)C(C)O2 (stereo unspecified),0.6,8,-8,4,0,4,1,-1,1,92
CCOc1cccc(Oc2ncccc2C(=O)/C(C#N)=C/N(C)C)c1,0.5,-1,-10,-3,5,2,-2,-1,2,101
Cc1ccccc1C(=O)c1cccn1CC(=O)NCc1cccc(Cl)c1,-1.1,-3,-2,-2,4,-1,-5,0,-1,96
COc1ccc2oc(C(=O)OCC(=O)N3CCCCC3C)c(C)c2c1 (stereo unspecified),-2.9,1,-2,-5,-7,2,-1,3,2,81
CC(C)c1cc(C(=O)Nc2cccc(Cl)c2)no1,-1.3,6,-8,-4,-3,-12,-3,-3,-12,101
CCn1c(CNc2ccc(F)cc2)nnc1SCCN1CCCCC1,-1.3,0,-5,-8,-5,-4,1,-3,5,97
O=C(Nc1nn(Cc2ccc(Cl)cc2)cc1Br)c1ccc(COc2ccccc2Cl)o1,0.0,-2,nt,-2,-5,-5,-1,5,-13,100
Fc1cccc(Cl)c1-c1nnc2ccc(C(F)(F)F)cn12,-0.3,-8,-7,0,9,-2,-3,-5,9,94
COCCNC(=O)C(c1cccs1)N(C(=O)Cn1nnc2ccccc21)c1cccc(C(C)=O)c1 (stereo unspecified),-1.8,-3,-4,0,-4,1,2,-1,6,96
O=C(O)CC(c1cccc2ccccc12)N1Cc2ccccc2C1=O (stereo unspecified),-1.2,3,-5,-2,3,1,-6,2,-4,102
O=C(NCSc1ccnc(SCNC(=O)c2ccc(F)cc2)n1)c1ccc(F)cc1,-2.5,0,-3,3,-2,1,-2,0,-7,101
O=S(=O)(c1ccc2oc(=S)[nH]c2c1)N1CCOCC1,-3.5,-3,-6,-3,-2,3,9,-5,0,95
CSc1ccc(CN(C)C(=O)c2cc(=O)[nH]c3ccccc23)cc1,-1.4,-4,-3,-3,-3,2,-8,0,3,103
Oc1ccc(Cl)c2cccnc12,-2.3,9,-5,0,2,5,-5,0,21,102
Cc1cc(C(=O)Nc2ccc(Nc3ccccc3)cc2)ccc1[N+](=O)[O-],1.7,2,-22,-3,-8,4,4,64*,-12,100
O=C(NNc1nc2ccccc2nc1C(F)(F)F)c1ccccc1,-2.5,1,nt,1,0,-1,3,0,6,93
CCOc1ccc(C(=O)Nc2c3c(nn2-c2cccc(Cl)c2)CS(=O)C3)cc1 (stereo unspecified),0.7,9,nt,-5,-1,-2,-12,-2,7,98
Cc1cc(C(=O)N2CCc3ccccc3C2)on1,-0.6,4,-7,1,2,-1,-23,-6,2,91
COc1ccc(C2CC(c3ccc(Cl)cc3Cl)Nc3nc(N)nn32)cc1 (stereo unspecified),6.6,14,-3,4,-1,1,nt,0,-20,100
CC(=O)Nc1c(C(=O)NCc2ccccc2)nnn1Cc1ccccc1,4.1,14,0,0,5,0,-6,-1,8,96
CC1(C)CC(=O)C=C(c2ccc(-c3ccccc3)cc2)C1,-0.8,-9,-10,-16,-6,-2,-2,1,-8,96
CCOC(=O)CNC(=O)c1ccc(C#CC2(O)CCCCC2)cc1,1.4,-3,4,-4,-1,1,3,-1,7,103
CC(=O)c1cccc(NC(=S)NC(=O)CC(C)C)c1,-2.5,9,-6,1,-2,0,-11,1,5,96
C/C(=N/NC(=O)CN1CCN(S(=O)(=O)c2ccc(Br)cc2)CC1)c1cccnc1,-0.4,9,-13,-1,-4,3,0,-3,4,103
CC1=CC(C)(C)N(S(=O)(=O)c2ccc(F)cc2)c2ccccc21,-0.2,-7,-8,-12,-4,1,7,0,-9,102
O=C1CC(c2ccccc2)CC(O)=C1C=NCCCO (stereo unspecified),-1.0,13,nt,-3,-1,2,-6,-2,-6,103

Looked up one by one from the list above:
Compound,MC4R ag barr,MC4R antagonist,CaV13 ICDI inh,ABHD5-PLIN5 inh,m5-HT2A agonist,N-glyco inh,PDI turbidity,Exocytosis inh,Cardio protect,ABCB6 inh 2
CC1(C)CC(=O)C=C(c2ccc(-c3ccccc3)cc2)C1,-0.8,-9,-10,-16,-6,-2,-2,1,-8,96
O=C1CC(c2ccccc2)CC(O)=C1C=NCCCO (stereo unspecified),-1.0,13,nt,-3,-1,2,-6,-2,-6,103

Shown as a hit in Exocytosis inh, among the entries above:
structure | MC4R ag barr | MC4R antagonist | CaV13 ICDI inh | ABHD5-PLIN5 inh | m5-HT2A agonist | N-glyco inh | PDI turbidity | Exocytosis inh | ABCB6 inh 2
Cc1cc(C(=O)Nc2ccc(Nc3ccccc3)cc2)ccc1[N+](=O)[O-] | 1.7 | 2 | -22 | -3 | -8 | 4 | 4 | 64* | 100
